C2C12 statin: suppression of simvastatin myotoxicity. AID 602340. 330,000 tested, 0.78% active. rescue of ATP level, % at 7.49 µM. C2C12 myotubes + simvastatin, ATP luminescence, 48 h; scaled: DMSO 0, geranylgeraniol control 100;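 active means mean ATP rescue above about 67%, or every replicate alone reaching that limit, limit read from the data, passing the limit was not always enough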;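 further: myotubes were challenged with 10 µM simvastatin during compound exposure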
SIRT5 block: sirtuin-5 (human) deacylase inhibition. Purified SirT5, succinyl-peptide AMC, trypsin-coupled fluorescence. inhibition, % at 15 µM. 330,000 tested, 1.1% active. Q9NXA8; in the data active means inhibition above about 15%
XiGFP reactiv: activators of X-chromosome reactivation in mouse fibroblasts; XiGFP mouse fibroblasts, % GFP-positive cells imaging, 3 d; cells co-treated with 5-aza-dC sensitizer; scaled so ellipticine positive control = 100%; activation, % at 7.58 µM; 360,000 tested, 0.055% active;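 active means mean normalized replicate activation at least 10% and every replicate at or above 10%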;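 further: 0% = median of on-plate neutral control wells and 100% = ellipticine 6 µM median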
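assay system = SV40-immortalized XiGFP fibroblast cells, line 68-5-11 | buffer or medium = DMEM plus 5-aza-dC sensitizer | doses = single-point pinned compound dosing | times = 3-day compound exposure, then 15 min fixation at room temperature | benchmarks = positive control ellipticine, 6 µM final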
PGC1a acetyl inh: PGC1a acetylation modulation, inhibitor mode; inhibition, % at 15.6 µM; U2OS PGC1a acetylation, AlphaScreen anti-acetyl-lysine; with virally co-expressed GCN5 acetyltransferase; 350,000 tested, 0.17% active;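 active means every replicate shows inhibition of at least 40%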;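 further: 0% = neutral control wells and 100% = positive control wells; some results beyond the cut were filed as inactive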
LGR2 antag: blocks bursicon-induced cAMP signaling via Drosophila LGR2 | HEK293 LGR2, CRE-luciferase, bursicon-stimulated, 4 h | inhibition, % at 9.99 µM | 380,000 tested, 0.35% active;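 active means drop in luminescence signal, shown as inhibition above about 50% in the replicate tests, limit read from the data, passing the limit was not always enough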;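 further: agonist challenge used bursicon conditioned medium at about half maximal strength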
S100A4 MyoIIA: blocks human S100A4 binding to myosin IIA peptide. P26447. 360,000 tested, 0.14% active. inhibition, % at 10.7 µM. AID 652163. S100A4/TAMRA-MyoIIA peptide fluorescence polarization;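 active means mean inhibition of at least 70% across replicates, with every replicate also reaching that level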
Target sequence (P26447 whole entry, looked up): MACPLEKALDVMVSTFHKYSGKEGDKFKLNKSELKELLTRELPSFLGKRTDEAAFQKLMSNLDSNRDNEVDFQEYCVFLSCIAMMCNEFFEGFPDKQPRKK
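Material: S100A4 monomer protein | Medium: HEPES pH 7.2 with CaCl2, KCl, NaCl, DTT, Triton | Reagent: Labelled myosin peptide probe, 5 nM | Doses: One dose per compound | Times: 5 min incubation before reading | Benchmarks: Neutral control DMSO, positive control TFP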
ERAP1 inh: inhibitors of human ERAP1 aminopeptidase; Q9NZ08; recombinant ERAP1, Leu-AMC fluorescence, 60 min; inhibition, % at 10.7 µM; 340,000 tested, 0.15% active;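 active means mean replicate inhibition of at least 30%, or all replicates individually reaching that 30% level; inactive means mean below 30% and not every replicate reaching it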;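 further: 0% = neutral control wells and 100% = L-leucinethiol positive control wells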
Target sequence (Q9NZ08 whole entry, looked up): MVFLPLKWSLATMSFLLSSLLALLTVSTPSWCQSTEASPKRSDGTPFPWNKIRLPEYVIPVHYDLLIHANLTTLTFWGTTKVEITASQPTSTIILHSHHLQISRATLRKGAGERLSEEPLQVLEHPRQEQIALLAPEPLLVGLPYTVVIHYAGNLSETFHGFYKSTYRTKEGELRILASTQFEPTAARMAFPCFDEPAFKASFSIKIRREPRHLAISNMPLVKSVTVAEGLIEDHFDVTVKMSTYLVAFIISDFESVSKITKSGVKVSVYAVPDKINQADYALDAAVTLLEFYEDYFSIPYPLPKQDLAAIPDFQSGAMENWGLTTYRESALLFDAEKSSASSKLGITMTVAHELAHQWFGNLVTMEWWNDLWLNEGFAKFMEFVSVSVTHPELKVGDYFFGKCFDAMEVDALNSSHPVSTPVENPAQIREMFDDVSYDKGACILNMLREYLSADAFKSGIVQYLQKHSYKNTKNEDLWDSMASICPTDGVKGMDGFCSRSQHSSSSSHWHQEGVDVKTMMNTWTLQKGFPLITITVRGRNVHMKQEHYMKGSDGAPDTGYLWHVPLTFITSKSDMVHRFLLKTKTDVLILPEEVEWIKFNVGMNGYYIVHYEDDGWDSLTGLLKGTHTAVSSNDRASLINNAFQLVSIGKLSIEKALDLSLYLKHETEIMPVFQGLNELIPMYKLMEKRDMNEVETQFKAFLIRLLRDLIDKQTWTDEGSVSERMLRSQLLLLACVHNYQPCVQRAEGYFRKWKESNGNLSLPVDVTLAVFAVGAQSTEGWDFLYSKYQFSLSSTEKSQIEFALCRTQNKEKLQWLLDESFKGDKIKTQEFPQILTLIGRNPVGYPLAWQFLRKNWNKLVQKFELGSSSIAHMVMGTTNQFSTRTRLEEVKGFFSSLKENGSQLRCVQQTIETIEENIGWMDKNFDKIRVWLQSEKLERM
Cneo AK release: causes C. neoformans cell lysis | adenylate kinase release luminescence, 4 h; normalised: neutral wells 0, clomiphene wells 100 | AID 651654 | 360,000 tested, 0.2% active | lysis activity, % at 15 µM;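 active means mean lysis activity across replicates of at least 80%, whatever share of replicates individually reach that level; inactive means mean lysis activity below 80%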
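Material – log-phase Cryptococcus neoformans yeast cells · Input – 5 × 10^6 yeast cells/mL · Medium – fresh YPD growth medium · Doses – single compound concentration per well · Timing – static 4 h at 37 °C with compound, 1 h detection · Detection – adenylate kinase release luminescence · Read-out – signal increase indicating cell lysis · Control set – Clomiphene as positive lysis control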
An asterisk follows results filed as active; x = not tested or not shown.

SMILES | C2C12 statin | SIRT5 block | XiGFP reactiv | PGC1a acetyl inh | LGR2 antag | S100A4 MyoIIA | ERAP1 inh | Cneo AK release
COc1cc(CCC(=O)Nc2c(C(=O)N3CCN(c4ccccc4OC)CC3)oc3ccccc23)on1 | -12 | 5 | 0.0 | -2 | -20 | -1 | 0 | -1
C/C(=N/NC(=O)c1cc(O)c(O)c(O)c1)c1ccc([N+](=O)[O-])cc1 | x | 3 | 0.2 | x | 22 | 1 | 2 | x
CCOc1ccc(C2C(C(=O)Nc3cc(C)on3)c3ccccc3C(=O)N2CCN2CCOCC2)cc1 (configuration not stated) | x | -3 | 0.0 | -15 | 3 | 0 | -4 | x
O=C(NNC(=O)c1ccccc1O)c1cccc(Br)c1 | -1 | -1 | 0.1 | -1 | -47 | -2 | -2 | 2
CCOC(=O)C1CCCN(c2ccc(NC(=O)c3snc4c(=O)[nH]c(C)nc34)cc2)C1 (configuration not stated) | 11 | -3 | x | -8 | -8 | -2 | -2 | -1
C#CCOCCOCCOCCNc1nc(N2CCN(C(=O)CCCCCCCCCCNC(=O)[C@@H](CCSC)n3cc(CCO)nn3)CC2)nc(N2CCN(C(=O)CCCCCCCCCCNC(=O)[C@@H]([C@H](C)O)n3cc(C)nn3)CC2)n1 | 0 | 1 | 0.5 | -58 | 11 | 1 | -4 | 1
COc1cc(NC(=O)CN2C(=O)NC(c3ccccc3)(c3ccccc3)C2=O)cc(OC)c1 | 23 | 1 | 0.0 | x | 6 | 0 | 2 | -1
Cc1ccc(S(=O)(=O)N(C)C[C@@H]2OCCCC[C@H](C)Oc3ccc(NC(=O)Nc4ccc(C(F)(F)F)cc4)cc3C(=O)N([C@H](C)CO)C[C@H]2C)cc1 | x | 3 | 0.2 | -5 | -7 | 0 | 1 | -4
CCCN1[C@@H]2Cn3c(ccc(C4=CCCCC4)c3=O)[C@H]1[C@@H](C(=O)NCC(F)(F)F)[C@@H]2CO | -9 | -13 | 0.1 | 4 | -8 | 3 | 0 | -3
C[C@@H]1CN([C@@H](C)CO)C(=O)c2cccc(NC(=O)Nc3ccc(C(F)(F)F)cc3)c2O[C@@H]1CN(C)C(=O)Nc1ccccc1 | -46 | 4 | -1.4 | 19 | 7 | 6 | 2 | -4
COc1ccc(Oc2c(OC)cc(NCc3ccc(CN)cc3)c3ncccc23)cc1 | 3 | -1 | 0.4 | 7 | -2 | 2 | 1 | -2
C[C@@H]1CN([C@H](C)CO)C(=O)c2cccc(NC(=O)NC3CCCCC3)c2O[C@H]1CN(C)Cc1ccc(Cl)c(Cl)c1 | x | -2 | 0.0 | -1 | 1 | -9 | -2 | 1
O=C(C[C@@H]1CC[C@@H](NC(=O)CN2CCOCC2)[C@@H](CO)O1)NC1CCC1 | 0 | -1 | 0.0 | -13 | 4 | 2 | -3 | 0
COc1ccccc1NC(=O)c1c(Nc2ccccc2C)sc(C(=O)Nc2cccc(Cl)c2)c1N | 1 | -2 | 0.4 | -12 | 12 | 11 | 3 | 1
Cc1cccc(C)c1NC(=O)C(c1ccccc1F)n1c(=O)c(-c2ccco2)nc2ccccc21 (configuration not stated) | x | 1 | 0.2 | x | -2 | -6 | 3 | x
O=C1C2C(C(=O)N1/N=C/c1ccc(N3CCCCC3)o1)C1C=CC2C12CC2 (configuration not stated) | x | x | 0.0 | -2 | 8 | x | x | 0
OCc1ccc(-c2cccc3nccn23)cc1 | -1 | x | -0.1 | x | 13 | -2 | 0 | 0
CCC(Sc1ccc2nnc(-c3cccnc3)n2n1)C(=O)OC (configuration not stated) | -3 | -3 | -0.1 | 3 | 8 | -1 | -2 | -17
Cc1ccc(CNC(=O)C23CN(Cc4ccccc4)CC2C(c2cccc([N+](=O)[O-])c2)=NO3)cc1 (configuration not stated) | 6 | x | 0.0 | 9 | x | -4 | -3 | 2
COc1ccc(NC(=O)N(C)C[C@H]2Oc3ccc(NC(=O)NC4CCCCC4)cc3C(=O)N([C@@H](C)CO)C[C@H]2C)cc1 | -1 | -3 | -0.1 | -4 | 4 | 2 | 1 | 1
CNS(=O)(=O)c1cccc(C(=O)OCC(=O)N(CCC#N)c2ccccc2)c1 | x | -4 | 0.4 | 1 | 13 | 2 | -6 | x
COc1ccc(S(=O)(=O)NC(=O)C2(C)CCN2C(=O)C2CC2)cc1 (configuration not stated) | 4 | -5 | -0.1 | -7 | 22 | 5 | -1 | 0
CC(C)CC#Cc1cnc2c(c1)C(=O)N([C@H](C)CO)C[C@H](C)[C@H](CN(C)C(=O)NC1CCCC1)O2 | 0 | 2 | -0.8 | 2 | -7 | 6 | 3 | 5
CCCc1cc2nnc(SCC(=O)N(C)C3CCCCC3)n2c(N)n1 | 16 | -1 | 0.1 | -24 | 5 | 0 | -3 | 0
Cc1c(CCC(=O)NC2CC2)c(=O)oc2cc(O)ccc12 | 8 | -110 | x | -4 | 28 | 5 | -47 | -4
Cc1cc(C)nc(-n2ncc3c2CC(c2ccc(C(C)C)cc2)CC3=O)n1 (configuration not stated) | x | -2 | 0.1 | x | 14 | -5 | 3 | x
COc1ccc(NC(=O)C2CCN(C(=O)Nc3ccc(C)cc3)CC2)cc1OC | -1 | -3 | 0.3 | x | -2 | -2 | -2 | 3
CC(C(=O)NC1C=CS(=O)(=O)C1)N1C(=O)/C(=C/c2ccc(Cl)cc2)SC1=S (configuration not stated) | 10 | 3 | 0.0 | 3 | 7 | 4 | -2 | -8
COc1ccc(-n2ccnc2SCC(=O)NC2CCCC2)cc1 | 12 | -4 | 0.2 | 3 | -5 | -1 | -3 | 0
CN(c1cccnc1)c1ccc(NC(=O)Cc2c[nH]c3ccccc23)cc1-c1ccc(C(C)(C)C)cc1 | x | x | 0.2 | x | -23 | -4 | -3 | x

Taken from above:
Reading of COc1ccc(S(=O)(=O)NC(=O)C2(C)CCN2C(=O)C2CC2)cc1 (configuration not stated) under XiGFP reactiv: -0.1
Reading of Cc1c(CCC(=O)NC2CC2)c(=O)oc2cc(O)ccc12 under S100A4 MyoIIA: 5

(next part)
SMILES | C2C12 statin | SIRT5 block | XiGFP reactiv | PGC1a acetyl inh | LGR2 antag | S100A4 MyoIIA | ERAP1 inh | Cneo AK release
COc1cccc(S(=O)(=O)N(C)C[C@H]2Oc3ncc(-c4cccc(C(=O)N(C)C)c4)cc3C(=O)N([C@@H](C)CO)C[C@H]2C)c1 | -3 | -2 | 0.0 | 22 | -11 | -4 | 1 | 3
O=C(Oc1ccc2ccccc2c1Cl)N1CCCCCC1 | x | 4 | 0.0 | x | -1 | 2 | 0 | x
CO[C@@H]1CN(C)C(=O)c2ccc(NC(=O)c3nc4ccccc4s3)cc2OC[C@@H](C)N(Cc2cccnc2)C[C@H]1C | 0 | 102* | 0.7 | 5 | -3 | x | x | 1
COC(=O)CCCC(=O)N1CCCC(N(C)CCc2ccccc2)C1 (configuration not stated) | -1 | -2 | 0.0 | 6 | 16 | 2 | -1 | 0
O=C(C[C@H]1CC[C@H]2[C@@H](COC[C@H](O)CN2C(=O)c2ccccn2)O1)NC1CCC1 | -13 | 4 | 0.0 | 6 | -13 | 33 | 1 | 0
CCS(=O)(=O)N1CC2(CN(Cc3cccc(Cl)c3)[C@H](CO)c3c2c2ccc(OC)cc2n3C)C1 | x | 26* | 0.1 | -1 | 13 | 0 | -3 | x
CCCC(NC(=O)c1c(C)noc1C)C12CC3CC(CC(C3)C1)C2 (configuration not stated) | 1 | -1 | -0.1 | -8 | -12 | -5 | -2 | -1
COC(=O)c1ccc(NC(=O)CSc2nnc(-c3ccncc3)n2C)cc1 | -7 | -8 | x | 6 | 4 | 2 | 4 | x
O=C(NCc1ccncc1)Nc1ccc2c(c1)OCO2 | x | 3 | 0.6 | x | 11 | 25 | 2 | x
CN(C)CCN(C(=O)CN1C(=O)c2ccccc2C1=O)c1nc2cc3c(cc2s1)OCCO3 | 14 | -1 | 0.1 | x | 7 | -2 | 4 | 2
CC(C)C#Cc1cnc2c(c1)C(=O)N([C@H](C)CO)C[C@@H](C)[C@H](CN(C)C(=O)c1cccnc1)O2 | -1 | -4 | -0.8 | -7 | -12 | 7 | 0 | 1
Cc1ccc(CNC(=O)CSc2nc3ccccc3c(=O)n2CC2CCCO2)cc1 (configuration not stated) | -2 | -5 | 0.0 | -2 | 2 | -10 | -3 | 2
NS(=O)(=O)c1ccc(CCNC(=O)CNC(=O)c2ccccc2F)cc1 | -1 | -4 | 0.1 | -17 | 12 | -4 | -4 | 1
CC1CCN(CCOCCSc2ccc(Cl)cc2)CC1 | x | -2 | -0.1 | x | 22 | 2 | -5 | x
CCCCN(C)C(=O)c1oc2ccc(S(=O)(=O)N3CCCCCC3)cc2c1C | -10 | x | x | -6 | -4 | x | x | 1

Results in Cneo AK release, XiGFP reactiv and C2C12 statin, for some of the entries so far:
compound,Cneo AK release,XiGFP reactiv,C2C12 statin
COC(=O)CCCC(=O)N1CCCC(N(C)CCc2ccccc2)C1 (configuration not stated),0,0.0,-1
CCC(Sc1ccc2nnc(-c3cccnc3)n2n1)C(=O)OC (configuration not stated),-17,-0.1,-3
O=C(NNC(=O)c1ccccc1O)c1cccc(Br)c1,2,0.1,-1
COC(=O)c1ccc(NC(=O)CSc2nnc(-c3ccncc3)n2C)cc1,x,x,-7
Cc1ccc(CNC(=O)C23CN(Cc4ccccc4)CC2C(c2cccc([N+](=O)[O-])c2)=NO3)cc1 (configuration not stated),2,0.0,6
C[C@@H]1CN([C@H](C)CO)C(=O)c2cccc(NC(=O)NC3CCCCC3)c2O[C@H]1CN(C)Cc1ccc(Cl)c(Cl)c1,1,0.0,x
OCc1ccc(-c2cccc3nccn23)cc1,0,-0.1,-1

Remaining list, next part:
SMILES | C2C12 statin | SIRT5 block | XiGFP reactiv | PGC1a acetyl inh | LGR2 antag | S100A4 MyoIIA | ERAP1 inh | Cneo AK release
CC1=Nc2cc(Cl)ccc2Oc2ccccc21 | x | -9 | 0.0 | -9 | -17 | -5 | -4 | x
C[C@@H]1CN([C@H](C)CO)C(=O)Cc2cc(NC(=O)CCCCCC(=O)Nc3ccccc3N)ccc2O[C@@H]1CN(C)C(=O)Nc1ccc(F)cc1 | 34 | -10 | -1.2 | -14 | -2 | -7 | 1 | x
N#C[C@@H]1[C@@H](c2ccc(C#CC3CCCC3)cc2)[C@H](CO)N1C(=O)Cc1ccccn1 | x | 1 | 0.2 | 1 | -3 | -5 | -1 | x
CC(C)OC(=O)C1C(=O)CC(C)(O)C(C(=O)OC(C)C)C1c1ccccc1 (configuration not stated) | 0 | -3 | 0.0 | -27 | -25 | 1 | -7 | x
COc1ccc(N(CC(=O)NC2CCCCC2)S(=O)(=O)c2c(C)[nH]c(=O)[nH]c2=O)cc1 | 7 | -2 | 0.0 | 7 | -13 | -4 | 1 | -1
O=C(CCNS(=O)(=O)c1ccccc1C(F)(F)F)N1CCN(S(=O)(=O)c2cccc(Cl)c2)CC1 | 1 | 0 | 0.4 | x | 16 | -5 | 2 | x
Cc1cccc(NC(=S)N2CCN(c3ccc(F)cc3)CC2)c1 | x | -6 | 0.2 | x | 0 | -1 | 5 | x
CCc1ccc(OCC(=O)NNC(=O)c2ccc(-n3cncn3)c([N+](=O)[O-])c2)cc1 | -7 | 2 | 0.0 | x | 1 | -3 | -3 | x
O=C(COC(=O)c1oc2ccccc2c1CSc1ccc(Cl)cc1)NC1CCCC1 | x | -3 | 0.2 | x | -21 | -2 | -2 | x

A portion of the library. The share of hits here may be higher or lower than overall.
